Screens: PubChem, The Scripps Research Institute Molecular Screening Center
MITF primary = inhibitors of human MITF | AID 1259374 | inhibition, % at 2.6 µM | AlphaScreen MITF homodimerization, bead proximity signal | 650,000 tested, 0.91% active; in the data active means inhibition above about 50%;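 further: 0% = vehicle wells with protein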
FBW7 activator = activators of human E3 ligase FBW7; Q969H0; AlphaScreen FBW7–phospho-cyclin E peptide binding, activator screen; normalized activity (activation), % at 26.1 µM; 650,000 tested, 0.13% active; in the data active means normalized activity above about 1.9%;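 further: purified mutant Fbw7 with reduced substrate affinity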
Target sequence (Q969H0 whole entry, looked up): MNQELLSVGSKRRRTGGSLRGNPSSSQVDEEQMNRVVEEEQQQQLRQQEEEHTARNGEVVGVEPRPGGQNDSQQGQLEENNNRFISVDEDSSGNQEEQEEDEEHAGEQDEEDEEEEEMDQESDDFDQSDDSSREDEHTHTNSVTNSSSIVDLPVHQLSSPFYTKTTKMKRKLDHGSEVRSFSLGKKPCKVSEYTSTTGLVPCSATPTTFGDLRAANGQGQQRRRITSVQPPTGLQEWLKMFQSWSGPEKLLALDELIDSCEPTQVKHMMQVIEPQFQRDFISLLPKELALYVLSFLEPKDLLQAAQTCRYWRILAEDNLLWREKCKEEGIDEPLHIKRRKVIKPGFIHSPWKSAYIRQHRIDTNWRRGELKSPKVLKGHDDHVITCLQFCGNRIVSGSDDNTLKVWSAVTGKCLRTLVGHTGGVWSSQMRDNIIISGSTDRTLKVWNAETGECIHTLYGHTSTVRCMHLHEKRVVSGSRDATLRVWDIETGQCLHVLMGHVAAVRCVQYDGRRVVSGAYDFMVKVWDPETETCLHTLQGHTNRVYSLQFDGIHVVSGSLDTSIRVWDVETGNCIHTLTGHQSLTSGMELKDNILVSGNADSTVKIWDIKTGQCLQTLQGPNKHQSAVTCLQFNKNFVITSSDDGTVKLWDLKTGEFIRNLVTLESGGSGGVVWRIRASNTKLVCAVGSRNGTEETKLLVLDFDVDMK
GPR151 ag = activators of human GPR151; Q8TDV0; PathHunter beta-arrestin GPR151 cells, luminescence; activation, % at 11.2 µM; 650,000 tested, 1% active; in the data active means activation above about 4.9%;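 further: 0% = median of compound wells and 100% = cells with positive control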
TEAD-YAP block = TEAD-YAP interaction inhibition; HEK-TIYL cells, TEAD-Gal4/YAP UAS-luciferase luminescence; inhibition, % at 9.12 µM; 640,000 tested, 1.4% active; in the data active means inhibition above about 32%;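 further: 0% = median of test compound wells and 100% = reference inhibitor wells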
* hit, by the source's call. Compounds as they come. About 3.4% of those tested had a hit in this group.

Below each compound: GPR151 ag | FBW7 activator | TEAD-YAP block | MITF primary
- COc1ccc(C(=O)Nc2cc(C)c(NC(=O)c3ccccc3OC)cn2)cc1
  -0.5 | -0.2 | -18.9 | -1.9
- COC(=O)c1c(NC(=O)c2cc3nc(-c4ccccc4)cc(C(F)(F)F)n3n2)sc2c1CCCC2
  0.7 | 0.5 | 6.6 | 22.9
- CCOC(=O)C1=C(C)NC(=S)NC1c1cccc(OC)c1OC (centres undefined)
  -0.3 | -0.1 | 3.7 | -5.0
- CC1=NN(C(=O)c2csc3ccccc23)C(O)(C(F)F)C1 (centres undefined)
  -2.2 | 0.0 | -8.6 | -14.0
- O=C(C(=O)c1ccco1)c1ccco1
  -0.4 | 0.2 | -1.3 | 22.3
- Cc1ccc(C)c(Cc2c(C)nc3c(C(=O)N4CCc5ccccc5C4)cnn3c2C)c1
  1.3 | -0.1 | -6.9 | 5.0
- COCC(=O)Nc1nnc(COc2ccc(Cl)cc2)s1
  0.9 | -0.2 | -26.7 | -5.3
- Nc1nc(Nc2ccc(-n3ccnc3)cc2)cc(Nc2ccc3c(c2)OCO3)n1
  0.4 | 0.1 | -21.8 | 2.4
- CC(C)N(C(=O)COC(=O)C1=NNC(=O)CC1)C(C)C
  -0.5 | -0.1 | 7.1 | -4.5
- CC(=O)Nc1ccc(Nc2cc(N3CCCC3)c3nonc3c2[N+](=O)[O-])cc1
  -0.2 | 0.0 | 12.1 | 6.0
- O=C1c2cccc(Cl)c2C(=O)N1c1cc(Cl)ccc1Cl
  -2.0 | -0.1 | -4.8 | 4.2
- COc1cc(Br)cc(/C=N/NC(=O)CNc2ccc3ccccc3c2)c1O
  1.4 | -1.0 | 16.5 | 4.0
- COc1ccccc1CC(=O)NCC1CCC2(CCN(C(=O)C3CC3)CC2)O1 (centres undefined)
  -1.3 | -0.1 | 3.6 | 20.3
- Cc1cc([N+](=O)[O-])ccc1NC(=O)/C=C/c1ccc2c(c1)OCO2
  3.7 | 0.0 | 4.6 | -2.6
- O=c1c(-c2ccc(Cl)cc2)c(N2CCN(Cc3ccccc3)CC2)c1=O
  1.9 | 0.1 | 9.2 | 5.3
- Cc1c(C(=O)Nc2ccc(F)cc2Cl)sc2ncn(CC(=O)N3CCCCC3)c(=O)c12
  -0.3 | 0.1 | -5.2 | 6.5
- Cn1c(SCCCN2C(=O)c3ccccc3C2=O)nnc1-c1cccs1
  1.0 | 0.1 | 3.5 | 7.6
- COCc1nc2ccccc2n1CCCOc1ccccc1
  -0.8 | 0.6 | -0.6 | 11.0
- C/C=N/NC(=O)COc1ccc(Cl)cc1C
  -0.4 | -0.1 | -4.4 | 23.8
- CN(C)S(=O)(=O)N1CCC(Oc2ccc(C(=O)NC3CCOC(C)(C)C3)cc2)CC1 (centres undefined)
  -0.8 | 0.0 | 0.6 | -10.5
- O=C(CC1C(=O)NCCN1C/C=C/c1ccccc1)NCCc1ccc(C(F)(F)F)cc1 (centres undefined)
  1.9 | -0.1 | 5.0 | 9.2
- CC(C)(C)c1ncn(-c2ccc(Nc3nccc(-n4cnc(Nc5ccccc5)n4)n3)cc2)n1
  2.0 | -0.1 | 1.7 | -4.8
- COc1cccc(CN2CCNC(=O)C2CC(=O)NCc2cccc(C)c2)c1OC (centres undefined)
  -0.6 | 0.1 | 7.8 | -2.0
- C/C(=N\O)c1ccc(S(=O)(=O)N(C)C)cc1
  0.0 | 0.0 | -72.8 | 13.0
- COC(=O)c1ccc(COc2ccc(CO)cc2OC)cc1
  -0.7 | 0.0 | -6.0 | -3.8
- Cc1cc(C)n2c(-c3ccccc3C)nnc2n1
  -1.7 | 0.0 | -11.3 | 6.4
- CCOc1cc(C=O)ccc1OCCCCN1CCCCC1
  -1.1 | -0.3 | 10.1 | 35.7
- CN1CCN(c2ccc3nnc(CCC(=O)N4CCN(Cc5ccccc5)CC4)n3n2)CC1
  0.0 | -0.1 | -3.6 | -5.4
- CC(=O)c1c(C)oc2ccc(N(C(=O)Oc3ccccc3)S(=O)(=O)c3ccc(Cl)c([N+](=O)[O-])c3)cc12
  0.7 | 0.0 | -0.4 | -4.3
- Cn1nc(C(=O)OCC(=O)Nc2ncc(C(F)(F)F)cc2Cl)c2ccccc2c1=O
  -1.7 | 0.2 | 2.0 | 5.4

Profiles, quoted from the list.
Entry for Cc1cc(C)n2c(-c3ccccc3C)nnc2n1 → GPR151 ag = -1.7; FBW7 activator = 0.0; TEAD-YAP block = -11.3; MITF primary = 6.4
Entry for CN(C)S(=O)(=O)N1CCC(Oc2ccc(C(=O)NC3CCOC(C)(C)C3)cc2)CC1 (centres undefined) → GPR151 ag = -0.8; FBW7 activator = 0.0; TEAD-YAP block = 0.6; MITF primary = -10.5

Following part.
Below each compound: GPR151 ag | FBW7 activator | TEAD-YAP block | MITF primary
- Cc1cc(N)n(-c2ccc(Cl)cc2Cl)n1
  0.9 | 0.0 | -6.2 | -7.0
- CCn1c(-c2ccc(OC)c(F)c2)csc1=Nc1ccccc1
  -0.4 | -0.3 | -7.0 | 6.0
- CCOCCCNCc1cc(Br)c(OCC(N)=O)c(OCC)c1
  -1.4 | 0.1 | -2.3 | 9.3
- Cc1nc2ccccc2c(=O)n1NC(=O)Cc1ccc(Br)cc1
  2.9 | 0.1 | 7.8 | -6.8
- O=C(CCC(=O)N1CCOc2ccccc21)NCc1cccc(Cl)c1
  -1.8 | -0.1 | 9.8 | -0.5
- CCCC(=O)N(CCCN1CCOCC1)c1nc2c(OC)ccc(C)c2s1
  -2.4 | -0.1 | -5.7 | -3.6
- Cc1ccc(N(CC(=O)NCC2CCCO2)C(=O)CCC(=O)Nc2nccs2)cc1C (centres undefined)
  1.4 | 0.3 | 3.2 | 4.1
- CC(Cc1ccco1)NC(=O)c1nc2ccccc2s1 (centres undefined)
  -2.6 | -0.1 | -16.6 | 9.8
- CC(Cl)C(=O)Nc1ccc(C(C)(C)C)cc1 (centres undefined)
  -1.5 | 0.8 | -45.7 | 16.8
- Cc1ccc(-n2c(N3CCCCC3)n[nH]c2=S)cc1
  -0.9 | 0.1 | 7.5 | 7.1
- CCOC(=O)c1ccc(N2CCCn3c2nc2c3c(=O)n(C)c(=O)n2C)cc1
  -0.5 | 0.3 | 1.3 | -1.9
- CCOc1ccc2[nH]cc(NC(=O)NCCCO)c(=O)c2n1
  -1.5 | 0.1 | 1.5 | -6.2
- COc1ccc(OC)c(/C=C2\SC(=S)N(C)C2=O)c1
  1.4 | 0.0 | 5.5 | 1.4
- CCn1c(SCC(=O)Nc2ccc(C(=O)OC)cc2)nc2cccnc21
  5.5* | 0.0 | 3.8 | 12.4
- Cc1oc(C2CC2)cc1C(=O)N1CCCCC1c1nc2ccccc2[nH]1 (centres undefined)
  -1.0 | 0.0 | 0.0 | -0.7
- CSc1cccc(NC(=O)COc2ccccc2Cl)c1
  0.3 | 0.3 | -59.9 | -6.5
- COc1cc(/C=C(\NC(C)=O)C(=O)Nc2cccc(CO)c2)ccc1OC(C)=O
  -0.2 | 0.1 | 7.1 | 7.3
- Cc1cc(C)n(-c2cc(Nc3ccccc3)nc(C)n2)n1
  2.2 | -0.1 | 3.6 | 4.8
- CC(C)c1cc(CN2CCC(n3nccc3NC(=O)Cc3ccccc3)CC2)[nH]n1
  -0.5 | 0.0 | 3.3 | 9.9
- Cc1onc(-c2ccccc2)c1C(=O)NCc1ccncc1
  -0.1 | 0.2 | 7.5 | 11.3
- CC1(C)CC(=O)c2sc(NC(=O)C3=COCCO3)nc2C1
  1.8 | -0.2 | -21.9 | 3.6
- COc1ccccc1CNC(=O)c1cnn2c(C(F)(F)F)cc(-c3cccs3)nc12
  0.0 | 0.1 | -6.2 | -2.9
- COc1ccc(Cl)cc1NC(=O)c1onc(C)c1Cl
  -2.3 | -0.1 | 0.2 | -6.1
- Cn1nc(C(=O)OCC(=O)Nc2cc(Cl)cc(Cl)c2)c2ccccc2c1=O
  -0.4 | 0.1 | -0.7 | 2.8
- CCC1=NN2C(=N)/C(=C/c3ccccc3OCCOc3cc(C)cc(CC)c3)C(=O)N=C2S1
  1.2 | 0.1 | 3.2 | -3.3
- Clc1ccccc1OCCCCCn1ccnc1
  3.4 | -0.1 | 7.8 | 14.6
- Cc1cccc(NC(=O)N2CC(C)Oc3ccc(C)cc32)c1 (centres undefined)
  1.3 | 0.1 | 8.7 | -0.8
- CCOC(=O)C1=C(C)OC(N)=C(C#N)C1c1cccc(I)c1 (centres undefined)
  -0.4 | -0.2 | -0.8 | -9.0
- CCOC(=O)c1cc2c(C)n(Cc3ccccc3)c(C)c2cc(C(=O)OCC)c1=O
  -0.1 | 0.0 | -3.7 | 4.6
- O=C(Cc1ccc(F)cc1)NCCOc1cc(N2CCCC2)ncn1
  0.1 | 0.8 | 3.1 | 16.1

2 neighbouring compounds already listed:
Below each compound: GPR151 ag | FBW7 activator | TEAD-YAP block | MITF primary
- Cc1cc(N)n(-c2ccc(Cl)cc2Cl)n1
  0.9 | 0.0 | -6.2 | -7.0
- CCn1c(-c2ccc(OC)c(F)c2)csc1=Nc1ccccc1
  -0.4 | -0.3 | -7.0 | 6.0

Some of the entries so far, with each value named.
> Clc1ccccc1OCCCCCn1ccnc1
- GPR151 ag: 3.4
- FBW7 activator: -0.1
- TEAD-YAP block: 7.8
- MITF primary: 14.6

> Cc1cccc(NC(=O)N2CC(C)Oc3ccc(C)cc32)c1 (centres undefined)
- GPR151 ag: 1.3
- FBW7 activator: 0.1
- TEAD-YAP block: 8.7
- MITF primary: -0.8

> CCOC(=O)C1=C(C)OC(N)=C(C#N)C1c1cccc(I)c1 (centres undefined)
- GPR151 ag: -0.4
- FBW7 activator: -0.2
- TEAD-YAP block: -0.8
- MITF primary: -9.0

> CCOC(=O)c1cc2c(C)n(Cc3ccccc3)c(C)c2cc(C(=O)OCC)c1=O
- GPR151 ag: -0.1
- FBW7 activator: 0.0
- TEAD-YAP block: -3.7
- MITF primary: 4.6

Other structures follow:
Below each compound: GPR151 ag | FBW7 activator | TEAD-YAP block | MITF primary
- O=c1[nH]c(N2CCCC2)nc2c1CN(Cc1ccncc1)CC2
  -1.2 | -0.2 | -3.1 | -9.6
- Cc1ccc(Sc2cc(Oc3ccccc3)c3c(c2)Oc2ccccc2NC3=O)cc1
  -0.7 | -0.1 | -4.8 | 2.1
- COC(=O)CCC(=O)Nc1ccc(S(=O)(=O)N2CCCC2)cc1
  2.9 | -0.3 | 0.1 | -5.1
- COc1ccc(C(=O)N/N=C(\C)CC(=O)Nc2ccc(N(C)C)cc2)cc1
  0.1 | 0.1 | -21.4 | 16.2
- COc1ccc(/C=C\C(=O)Nc2c3c(nn2-c2ccc(F)cc2)CSC3)cc1OC
  2.7 | 0.0 | 5.9 | 12.4
- O=C(NCc1ccncc1)c1cccc2ccccc12
  0.6 | -0.2 | 2.1 | 1.1
- CC(NC(=O)c1ccc(F)cc1)C1CC1 (centres undefined)
  -0.5 | 0.1 | -8.2 | -5.0
- CCCNc1nc(Nc2ccc(-n3ccnc3)cc2)nc2c1ncn2CCN1CCCC1=O
  1.7 | -0.1 | 7.9 | 1.8
- Cc1ccc(NC(=O)c2cc3c(C)nn(-c4ccccc4)c3s2)c(C)c1
  1.1 | 0.2 | 10.0 | -1.0
- CCc1nc2scc(-c3ccccc3)c2c(=O)n1/N=C/N(C)C
  -0.3 | 0.0 | 4.6 | 2.6
- CCC1CCCCN1C(=O)c1nn2c(C(F)(F)F)cc(-c3ccccc3)nc2c1Cl (centres undefined)
  0.5 | 0.4 | 2.6 | 4.9
- CNC(=O)c1ccccc1-c1ccccc1
  0.3 | 0.2 | -2.2 | 7.1
- Cc1cc(SCC(=O)O)n2nc(C)nc2n1
  -0.7 | -0.1 | 3.0 | 17.5
- CC(=O)N(C)c1ccc(NC(=O)/C=C/c2cccc3ccccc23)cc1
  -0.7 | 0.0 | 1.3 | 3.7
- COCCN(C)Cc1nc(Cc2ccccc2Cl)no1
  0.2 | 0.0 | 8.1 | 3.1
- CCN(CC)C(=O)C1CCCN(c2ncc(C(=O)NCCO)s2)C1 (centres undefined)
  0.0 | 0.6 | -0.1 | 3.1
- O=C(Cc1ccccc1)OCc1nc2ccccc2s1
  -0.1 | 0.3 | -35.9 | 10.4
- CCOC(=O)CN1C(=O)/C(=c2\sc3nc4ccccc4n3c2=O)c2ccccc21
  0.5 | -0.1 | 0.9 | -0.3
- CCN1CCN(C(c2cccc(OC)c2OC)c2nnnn2Cc2ccco2)CC1 (centres undefined)
  -0.7 | 0.2 | 7.7 | 12.0
- COc1cc2c(cc1OC)CN(C(=O)CSc1nnc(C)s1)CC2
  -1.5 | 0.9 | 7.4 | 20.0

Part of the list above, reduced to GPR151 ag.
| Compound | GPR151 ag |
| --- | --- |
| Cc1ccc(Sc2cc(Oc3ccccc3)c3c(c2)Oc2ccccc2NC3=O)cc1 | -0.7 |
| COC(=O)CCC(=O)Nc1ccc(S(=O)(=O)N2CCCC2)cc1 | 2.9 |
| COc1ccc(C(=O)N/N=C(\C)CC(=O)Nc2ccc(N(C)C)cc2)cc1 | 0.1 |
| COc1ccc(/C=C\C(=O)Nc2c3c(nn2-c2ccc(F)cc2)CSC3)cc1OC | 2.7 |
| O=C(NCc1ccncc1)c1cccc2ccccc12 | 0.6 |
